POLB inh = blocks human DNA polymerase beta activity. AID 485314. Pol beta primer extension/strand displacement, fluorescence kinetic. Potency, µM (top dose mostly 114 µM), for inactives: at the top dose activity change, negative = inhibition, actives largely listed as inhibitors. actives 1.3% (n = 340,000); note: % is set by controls: 0 for no effect and ±100 for the full control effect
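Human Pol beta at 10 nM; strand-displacement substrate 50 nM final. Compound exposure 15 min at room temperature before start, reaction 10 min at room temperature.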
APEX1 inh = blocks human APE1 abasic DNA cleavage; AID 2517; actives 0.35% (n = 350,000); recombinant APE1, TAMRA/BHQ-2 abasic DNA cleavage fluorescence; Potency, µM (highest dose often 65.8 µM), for the others: top-dose activity change, negative = inhibition, actives largely listed as inhibitors;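 note: plate controls were vehicle for no effect and reference inhibitor for full effect; nearly all actives have a fitted effect of over 55% in size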
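Incision of a quenched TAMRA/BHQ-2 THF abasic-site duplex (50 nM) by 0.75 nM APE1, after 15 min compound preincubation, measured as fluorescence increase over three 60 s reads. Values normalized to buffer, DMSO and NSC13755 control wells.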
Anesthetic bind = candidate novel general anesthetic via apoferritin binding; apoferritin/1-aminoanthracene competitive binding, fluorescence; Potency, µM (series often up to 77.5 µM), for the others: at the highest dose activity change, negative = displacement, hits mostly inhibitors; actives 0.074% (n = 350,000); note: % is set by controls: 0 for no effect and ±100 for the full control effect; nearly all actives have a fitted effect of over 20% in size
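Steps: apoferritin (10 uM) was premixed with half-saturated 1-AMA in PBS, compounds were pin-transferred, plates stood 10 min at room temperature, fluorescence was read at 380/535 nm, and curves were fitted with a Hill equation.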
BLM helicase inh = blocks DNA unwinding by human BLM helicase. P54132. recombinant BLM DNA unwinding, fluorescence dequenching. Potency, µM (top dose mostly 56.1 µM), without a hit: at the highest dose activity change, negative = inhibition, hits mostly inhibitors. actives 0.2% (n = 350,000). AID 2528;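 note: plate controls were vehicle for no effect and no enzyme for full effect; nearly all actives have a fitted effect of over 35% in size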
POLH inh = inhibitors of human DNA polymerase eta; Potency, µM (series often up to 114 µM), without a hit: at the top dose activity change, negative = inhibition, hits mostly inhibitors; actives 1.2% (n = 390,000); recombinant Pol eta, fluorescent DNA replication assay; AID 588591; Q9Y253; note: % is set by controls: 0 for no effect and ±100 for the full control effect
Target sequence (Q9Y253 whole entry, looked up): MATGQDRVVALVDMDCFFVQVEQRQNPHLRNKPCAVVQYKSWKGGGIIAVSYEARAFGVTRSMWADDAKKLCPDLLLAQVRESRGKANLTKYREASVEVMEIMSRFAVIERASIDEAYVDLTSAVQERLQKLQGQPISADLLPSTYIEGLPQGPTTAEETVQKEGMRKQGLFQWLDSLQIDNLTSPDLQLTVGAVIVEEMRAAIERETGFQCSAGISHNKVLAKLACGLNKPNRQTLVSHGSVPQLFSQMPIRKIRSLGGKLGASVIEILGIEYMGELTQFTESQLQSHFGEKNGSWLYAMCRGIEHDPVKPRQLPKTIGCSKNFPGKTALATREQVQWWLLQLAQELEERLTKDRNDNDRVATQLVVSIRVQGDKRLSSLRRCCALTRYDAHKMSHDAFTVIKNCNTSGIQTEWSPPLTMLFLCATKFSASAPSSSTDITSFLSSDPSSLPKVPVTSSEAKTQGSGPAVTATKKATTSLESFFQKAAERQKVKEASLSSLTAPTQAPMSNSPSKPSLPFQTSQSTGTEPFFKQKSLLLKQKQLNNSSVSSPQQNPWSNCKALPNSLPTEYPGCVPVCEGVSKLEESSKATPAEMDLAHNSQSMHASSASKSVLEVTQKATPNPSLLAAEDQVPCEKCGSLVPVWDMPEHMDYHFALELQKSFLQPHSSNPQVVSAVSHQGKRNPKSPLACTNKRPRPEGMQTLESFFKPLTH
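Pol eta (10 nM) was preincubated with compounds for 15 min at room temperature, after which fluorescent replication substrate (50 nM final) was added to start the reaction. Fluorescence was read kinetically at 0 and 10 min.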
G9a inh = blocks human histone lysine methyltransferase G9a | Potency, µM (titrated, usually from 102 µM), inactives show top-dose activity, negative = inhibition, most hits filed as inhibitors | actives 8.8% (n = 350,000) | Q96KQ7 | G9a H3K9 monomethylation, AlphaScreen, 2 h; note: % is set by controls: 0 for no effect and ±100 for the full control effect; nearly all actives have a fitted effect of over 75% in size
Target sequence (Q96KQ7 913-1193 limits assumed): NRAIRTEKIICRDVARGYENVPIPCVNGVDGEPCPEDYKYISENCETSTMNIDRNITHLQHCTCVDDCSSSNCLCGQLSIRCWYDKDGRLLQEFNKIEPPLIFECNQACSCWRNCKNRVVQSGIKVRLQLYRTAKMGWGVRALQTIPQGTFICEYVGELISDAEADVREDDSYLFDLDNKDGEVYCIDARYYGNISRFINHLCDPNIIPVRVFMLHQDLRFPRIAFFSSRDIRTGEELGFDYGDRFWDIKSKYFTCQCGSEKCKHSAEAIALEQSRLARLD
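Using a bead-based AlphaScreen, monomethylated H3K9 product from 2 h room-temperature reactions (G9a 20 nM, peptide 500 nM, SAM 20 uM) was detected with 0.5 ug/mL rabbit anti-H3K9me1 antibody.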
BAZ2B inh = BAZ2B (human) inhibition. AlphaScreen BAZ2B-H3K14Ac peptide displacement. Q9UIF8. actives 4.4% (n = 360,000). Potency, µM (series often up to 114 µM), without a hit: at the highest dose activity change, negative = inhibition, actives largely listed as inhibitors; note: % is set by controls: 0 for no effect and ±100 for the full control effect; nearly all actives have a fitted effect of over 60% in size
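In this displacement format the biotinylated H3(5-23) peptide acetylated at Lys14 serves as ligand at 50 nM, with BAZ2B at 50 nM in PBS pH 7.4 containing 0.01% Tween-20. Donor and acceptor beads are 10 ug/mL final.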
POLI inh = blocks human DNA polymerase iota activity | Q9UNA4 | Pol iota fluorescent replication assay, 10 min | Potency, µM (highest dose often 115 µM), without a hit: at the highest dose activity, negative = inhibition, most hits filed as inhibitors | actives 1% (n = 390,000) | AID 588590
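Pol iota at 10 nM preincubated 15 min with compounds at room temperature; reaction started with fluorescent substrate, 50 nM final. Fluorescence read kinetically at 0 and 10 min; buffer-only wells as negative control.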
Pol kappa inh = inhibitors of human DNA polymerase kappa. actives 0.53% (n = 400,000). AID 588579. Q9UBT6. purified Pol kappa, fluorescent DNA synthesis assay, 10 min. Potency, µM (titrated, usually from 107 µM), for inactives: at the highest dose activity, negative = inhibition, most hits filed as inhibitors; note: % is set by controls: 0 for no effect and ±100 for the full control effect
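First, compounds were pin-transferred onto 10 nM Pol kappa. After 15 min at room temperature, substrate was added to 50 nM final. Fluorescence was then measured kinetically at 0 and 10 min.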
* marks the source's active call; other numbers are inactive results; ? = inconclusive; nt = no result given; & = joins results of further samples; [ ] = another dose, or the depositor's remark. Calls come from the whole dose curve; as a rule, active = well fitted curve in the direction sought with a large enough effect; inconclusive = small, poorly fitted or top-dose-only effect, or another doubt; inactive = no such curve, though single readings can be large; an effect the other way counts as inactive or inconclusive. Potency is the fitted concentration of half-maximal effect. A portion of the library; count on the stated rates, not on these rows.

#	canonical_smiles	POLB inh	APEX1 inh	Anesthetic bind	BLM helicase inh	POLH inh	G9a inh	BAZ2B inh	POLI inh	Pol kappa inh
1	CCOC(=O)c1c(NC(=O)CSc2nnc3ccccn23)sc2c1CCC2	35%	2%	-8%	-1%	4%	20%[59 µM]	?	?	-25%
2	O=C(NCCN1C(=O)S/C(=C\c2ccc(Cl)c(Cl)c2)C1=O)C1COc2ccccc2O1 (centres undefined)	-25%	-7%	-16%	-4%	-23%	-3%	-24%	21%	-9%
3	Cc1ccc2nc(SCc3ccccc3)c(C=O)c(=O)n2c1	75%	-2%	4%	-3%	-11%	8%[59 µM]	1%	28%	-6%
4	O=C(c1csnn1)N1CCC2(CC1)CCN(c1ccccc1)CC2	nt	-3%	nt	3%	nt	1%[12.7 µM]	nt	nt	1%[60.1 µM]
5	O=C(COC(=O)c1ccco1)NC(c1ccccc1)c1ccccc1	1%	4%	-4%	-3%	-5%	32%[59 µM]	-2%	4%	-11%
6	COc1ccccc1N1CCN(C/C(C)=C/c2ccccc2)CC1	-2%	-6%	-5%	-1%	-11%	-1%[12.7 µM]	56µM*	-19%[58.9 µM]	-16%
7	O=C(COC(=O)CNC(=O)c1ccccc1)Nc1ccc(Cl)cc1C(F)(F)F	-1%	-8%	-4%	-1%	-9%	10%[59 µM]	7%	8%	-10%
8	CC(Oc1cccc(Cl)c1)C(=O)Nc1ccc(S(=O)(=O)Nc2ncccn2)cc1 (centres undefined)	nt	7%	nt	nt	-23%	35µM*	-26%	21%	-3%

In the list so far, two contain an aryl thioether with sulfur outside any ring.
#	canonical_smiles	POLB inh	APEX1 inh	Anesthetic bind	BLM helicase inh	POLH inh	G9a inh	BAZ2B inh	POLI inh	Pol kappa inh
1	CCOC(=O)c1c(NC(=O)CSc2nnc3ccccn23)sc2c1CCC2	35%	2%	-8%	-1%	4%	20%[59 µM]	?	?	-25%
3	Cc1ccc2nc(SCc3ccccc3)c(C=O)c(=O)n2c1	75%	-2%	4%	-3%	-11%	8%[59 µM]	1%	28%	-6%

Back to the main list with the 2 entries that preceded the break.
#	canonical_smiles	POLB inh	APEX1 inh	Anesthetic bind	BLM helicase inh	POLH inh	G9a inh	BAZ2B inh	POLI inh	Pol kappa inh
7	O=C(COC(=O)CNC(=O)c1ccccc1)Nc1ccc(Cl)cc1C(F)(F)F	-1%	-8%	-4%	-1%	-9%	10%[59 µM]	7%	8%	-10%
8	CC(Oc1cccc(Cl)c1)C(=O)Nc1ccc(S(=O)(=O)Nc2ncccn2)cc1 (centres undefined)	nt	7%	nt	nt	-23%	35µM*	-26%	21%	-3%
9	CCc1n[nH]c(=O)c2cc3cc(OC)ccc3n12	1%	31%	7%	2%	-3%	2%	0%	13%	-5%
10	O=C(NCCC1=CCCCC1)c1c(O)nc2sccn2c1=O	nt	14%	nt	nt	-11%	-33%	?	26%	-11%
11	COC(=O)c1cc(OC)c(OC)cc1NCC(=O)Nc1ccc(C)cc1	0%	0%	4%	1%	-15%	?	-9%	16%	-8%
12	CCNC(=O)COc1cc(C)c(Cl)c(C)c1	24%	-9%	-2%	1%	1%	-6%[12.7 µM]	9%	4%	-9%
13	Cc1ccc(-c2onc(C)c2C)cc1S(=O)(=O)NCc1ccc(N(C)C)cc1	-1%	nt	1%	-7%	-18%	11µM*	35µM*	6%	-15%
14	CCCCn1c(N)c(N(CCOC)C(=O)CC(NC(=O)c2ccccc2)c2ccccc2)c(=O)[nH]c1=O (centres undefined)	nt	12%	nt	nt	-5%	14%[0.501 µM]	9%	39%[activator]	-3%
15	Cc1cc(C(=O)N2CCN(Cc3ccc4c(c3)OCO4)CC2)on1	6%	-5%	0%	3%	-11%	15%[59 µM]	0%	33%[activator]	-9%
16	C/C=C1\COC(C(=O)NCCOCCO)(C(F)(F)F)C=C1C=C1CCCCC1 (centres undefined)	nt	2%	-11%	0%	nt	nt	nt	8%	-5%
17	COc1ccc(N2CCN(c3ncnc4c3cnn4C)CC2)cc1	1%	nt	-3%	-2%	20%	14µM*	-18%	-5%	-11%[60.1 µM]
18	CNC(=O)NC(=O)CSc1ccc(S(=O)(=O)N(C)C2CCCCC2)cn1	nt	9%	nt	nt	-6%	?	13%	1%	4%
19	CCn1cc([N+](=O)[O-])c(C(=O)Nc2ccn(C34CC5CC(CC(C5)C3)C4)n2)n1	52%	-1%	?	-3%	-24%	23%[59 µM]	-3%	13%	-13%
20	Cc1cc2nc(N=C(N)N)nc(C)c2cc1C	-2%	-2%	-17%	107%[activator]	-1%	-3%	-16%	-25%	5%
21	CCN(CC)Cc1c(C(=O)N/N=C/c2cccnc2)nnn1-c1nonc1N	38%	-4%	-3%	2%	-11%	7%	2%	?	6%
22	Cc1cc(C)cc(NC(=O)C2CCN(S(=O)(=O)c3cccc(-c4noc(C)n4)c3)CC2)c1	?	nt	-12%	-8%	-9%	-10%[59 µM]	-32%	?	-5%[60.1 µM]
23	CCN(CC)C(=O)Cn1cc(C(=O)C(=O)NCCCN2CCOCC2)c2ccccc21	15%	31%	-7%	-3%	-2%	-11%	-6%	9%	2%
24	S=C(NCc1cccs1)Nc1ccc(Br)cc1Cl	-2%	-1%	-9%	-7%	-13%	15%	3%	-23%	3%
25	O=C(OCc1ccc([N+](=O)[O-])cc1)c1cc(S(=O)(=O)N2CCCCC2)ccc1N1CCOCC1	nt	6%	nt	nt	-17%	?	-29%	-21%	-4%
26	CCCC(=O)N1c2ccccc2NC2=C(C(=O)CCC2)C1c1ccc(F)cc1 (centres undefined)	5%	-11%	1%	-1%	-6%	9%[59 µM]	10%	36%[activator]	-9%
27	Cc1ccccc1CNC(=O)CCc1cn(Cc2ccccc2C)c2ccccc12	29%	nt	-17%	-5%	-3%	-27%[59 µM]	-10%	15%	-6%
28	CC(OC(=O)Cn1cnc2c1c(=O)n(C)c(=O)n2C)C(=O)Nc1ccc(Cl)cc1 (centres undefined)	nt	7%	nt	nt	6%	-39%	10%	13%	0%
29	CCSc1nc2c(c(=O)n1Cc1ccccc1)SC(C)C2 (centres undefined)	-13%	-1%	-13%	-4%	10%	?	?	-4%	-6%
30	O=C(Nc1ccccc1)Nc1cccc(Cl)c1	2%	12%	-10%	-8%	-12%	10%[12.7 µM]	-1%	19%	-4%
31	N#Cc1nc(-c2ccc(Cl)cc2)oc1NCc1cccc2c1OCO2	23%	-3%	-12%	-5%	5%	-4%[59 µM]	-29%	-26%	-1%
32	Cc1cccc(Oc2cc(NC(=O)c3ccccc3)cc([N+](=O)[O-])c2)c1	-21%	-1%	?	1%	?	?	1%	-12%	-1%
33	CC(=O)c1c(C)[nH]c(C(=O)OCC(=O)Nc2c(C)cccc2C)c1C	nt	4%	nt	nt	-2%	-12%[12.7 µM]	0%	3%	-5%
34	CCC1(c2ccccc2)NC(=O)N(CC(=O)Nc2ccccc2C(=O)NC2CCCC2)C1=O (centres undefined)	nt	-3%	nt	nt	-9%	21%[0.501 µM]	3%	21%	-6%
35	COC(=O)c1ccc(NC(=O)c2cc3sccc3n2C)cc1	-21%	-5%	?	-18%	-10%	71µM*	?	-1%	-3%
36	Fc1ccccc1NC(=S)NCc1ccccc1	8%	-11%	-7%	-9%	-17%	?	5%	3%	9%
37	O=C1CCN(CCc2ccccc2)CCN1[C@H](CSc1ccc(Br)cc1)c1ccccc1	4%	0%	-15%	-4%	?	-43%[59 µM]	?	-4%	-15%
38	Cc1ccc(C)c(OCC(=O)NNC(=O)CCN2CCN(c3ccccc3)CC2)c1	nt	13%	nt	nt	-4%	-14%[12.7 µM]	1%	23%	1%
39	COc1ccc(-n2c(-c3ccc(C)cc3)n[nH]c2=S)cc1	6%	6%	5%	-3%	-8%	4µM*	-7%	6%	-3%
40	Cc1cc(N2CC(C)OC(C)C2)nc(C(C)C)n1 (centres undefined)	11%	-1%	-4%	-2%	-1%	0%	2%	65%[activator]	-1%
41	C=CC[C@@H](CC(=O)N(CCO)Cc1ccccc1)C(=O)NC[C@H](OC(=O)[C@@H](CC=C)CC(=O)OC(C)(C)C)c1ccccc1	nt	-9%	nt	nt	-19%	nt	nt	2%	-24%
42	O=C(c1ccccc1)c1nn(-c2cccc(Cl)c2)ccc1=O	?	-7%	-10%	-1%	-10%	-1%	-21%	-12%	-23%
43	Cn1c(=O)c(-c2ccccc2)nc2cncnc21	nt	-6%	nt	-2%	nt	-3%[0.501 µM]	nt	nt	2%[60.1 µM]
44	CCOc1ccc(CNS(=O)(=O)c2cccs2)cc1OCC	33%	4%	-5%	-1%	-24%	nt	-5%	9%	1%
45	CCCCCCNC(=O)c1ccc(Br)o1	-8%	?	?	-1%[120 µM]	-12%	?	4%	?	-5%&-21%
46	O=S(=O)(NCc1ccco1)c1cccc(S(=O)(=O)N2CCCCC2)c1	31%	2%	?	-1%	-9%	-14%	-8%	20%	-1%
47	COc1ccc(NC(=O)c2c(NC(=O)CCC(=O)O)sc(-c3ccccc3)c2C)cc1	-4%	0%	-5%	-3%	-12%	5.6µM*	-34%	14%	3%
48	COc1ccccc1NC(=O)CSCC(N)=O	-7%	1%	-7%	-2%	7%	8%[12.7 µM]	13%	-3%	-8%
49	COc1ccc(C=O)cc1Oc1nc(Cl)ncc1F	25%	3%	-8%	-1%	-5%	-3%	-19%	9%	-11%
50	Cc1nnc(SCC(=O)NC(=O)Nc2ccc3c(c2)OCCO3)s1	-28%	3%	?	-7%	2%	-25%	-15%	120%[activator]	-14%
51	O=C(c1ccc([N+](=O)[O-])cc1)N1CCN=C1SCc1ccccc1	1%	-4%	?	-5%	-13%	?	nt	91%[activator]	-14%
52	CCc1ccc(Sc2cc(C(=O)O)c3ccccc3n2)cc1	-15%	nt	-6%	-1%	-8%	5%[59 µM]	-4%	3%	-4%[60.1 µM]
53	CCCCc1nnc(NC(=O)CN2C(=O)C3CCCCC3C2=O)s1 (centres undefined)	nt	14%	nt	nt	-8%	-4%	6%	31%[activator]	-7%
54	CC(=O)Nc1ccc(Nc2nnc(-c3ccc(C)c(S(=O)(=O)NCC4CCCO4)c3)c3ccccc23)cc1 (centres undefined)	-15%	-4%	-6%	-15%	4%	?	-19%	6%	-2%
55	CC(C)(C)c1ccc(OCC(=O)NNC(=O)CCc2ccccc2)cc1	?	15%	-7%	-5%	-19%	-48%	-4%	-3%	-10%

High-throughput results as filed in PubChem.
